CHO-K1 Ca antag – nonselective inhibitor or artifact in parental CHO-K1 cells; ATP-induced calcium, Fluo-8 fluorescence; 360,000 compounds, 0.6% hits; inhibition, % at 3 µM;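 active = inhibition above a per-plate cutoff, the plate's mean sample inhibition plus 3 SD, cut at about 24% in these data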;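 also: 0% = DMSO plus EC80 ATP and 100% = DMSO alone without ATP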
M1 antag – antagonists of human M1 muscarinic receptor; AID 588852; 360,000 compounds, 1.3% hits; inhibition, % at 3 µM; CHO-K1 hM1, Fluo-8 calcium fluorescence, ACh EC80 antagonist;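 active = percent inhibition above its own plate's cutoff, namely the mean of that plate's compound wells plus 3 SD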;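 also: peak over basal fluorescence ratio during 140 s after agonist addition; 0% = ACh EC80 plus DMSO and 100% = DMSO alone without agonist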
Target sequence (P11229 whole entry, looked up): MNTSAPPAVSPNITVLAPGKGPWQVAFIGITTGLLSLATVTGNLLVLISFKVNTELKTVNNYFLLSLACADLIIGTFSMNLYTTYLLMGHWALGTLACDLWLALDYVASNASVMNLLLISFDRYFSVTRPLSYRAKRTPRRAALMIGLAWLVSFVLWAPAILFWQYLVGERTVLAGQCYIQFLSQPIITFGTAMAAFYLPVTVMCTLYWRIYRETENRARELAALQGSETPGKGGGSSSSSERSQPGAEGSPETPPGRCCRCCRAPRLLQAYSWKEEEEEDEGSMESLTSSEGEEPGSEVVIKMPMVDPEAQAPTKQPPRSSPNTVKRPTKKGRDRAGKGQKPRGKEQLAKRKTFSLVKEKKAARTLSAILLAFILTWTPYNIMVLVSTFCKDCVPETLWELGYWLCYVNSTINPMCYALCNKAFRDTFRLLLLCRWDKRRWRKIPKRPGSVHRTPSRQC
CHRM1 PAM – potentiates human M1 receptor response to acetylcholine; P11229; CHO-K1 hM1, Fluo-8 calcium fluorescence, ACh EC20; 0% = ACh EC20, 100% = maximal ACh; activation, % at 3 µM; 360,000 compounds, 0.088% hits; AID 588819; in the data active = activation above about 19%, passing the limit was not always enough
OXTR potentiator – human OXTR potentiation | activation, % at 3 µM | CHO-OTR cells, Fluo-8 calcium fluorescence, potentiator mode; 0% = oxytocin EC15, 100% = EC100 | AID 2445 | 320,000 compounds, 0.061% hits | P30559;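 active = activation above that plate's cutoff, the mean activation of tested compounds plus 3 SD, cut at about 6.6% in these data, passing the limit was not always enough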;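 also: 100% uses oxytocin at 75 nM as the full agonist control; some results filed as inactive read as strong as hits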
Target sequence (P30559 whole entry, looked up): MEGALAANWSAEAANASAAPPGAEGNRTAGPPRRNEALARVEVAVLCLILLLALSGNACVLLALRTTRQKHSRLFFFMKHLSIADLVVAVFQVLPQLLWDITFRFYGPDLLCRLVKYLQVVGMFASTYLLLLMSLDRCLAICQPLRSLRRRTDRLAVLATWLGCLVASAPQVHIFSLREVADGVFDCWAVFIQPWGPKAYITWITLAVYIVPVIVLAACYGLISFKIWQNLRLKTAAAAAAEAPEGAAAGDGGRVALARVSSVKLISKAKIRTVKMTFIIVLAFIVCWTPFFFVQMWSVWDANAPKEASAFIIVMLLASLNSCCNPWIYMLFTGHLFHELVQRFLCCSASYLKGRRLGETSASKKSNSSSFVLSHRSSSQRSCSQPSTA
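Dosing: Single dose, 3.0 µM nominal final compound concentration | Material: Human OTR in CHO cells | Technique: Kinetic Fluo-8 calcium fluorescence | Benchmarks: EC15 oxytocin alone as 0%, 75 nM oxytocin as 100% | Probe or stimulus: Oxytocin at about EC15, sub-maximal agonist stimulus | Incubation: Compound 6 min at room temperature before oxytocin, 100 s read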
CHO parental Ca – counter-screen for OX1R antagonists: effect in parental CHO cells | AID 463079 | 330,000 compounds, 0.63% hits | parental CHO-K1, ATP-induced calcium, Fluo-8 fluorescence | inhibition, % at 5.6 µM;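 active = inhibition above that plate's mean sample inhibition plus 3 SD, cut at about 26% in these data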;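 also: 0% = ATP-challenged DMSO wells and 100% = DMSO wells without ATP; some compounds past the cut are filed as inactive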
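Test system: parental CHO cells; detection: calcium-sensitive Fluo-8 fluorescence; evaluation: percent inhibition of calcium signal; also added: ATP as calcium-mobilizing challenge; repeats: one well per compound; control set: ATP-challenged DMSO wells low, unchallenged DMSO wells high; compound: single nominal dose of 5.6 µM per compound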
M4 ag – agonists of human muscarinic M4 receptor (CHRM4). P08173. AID 624127. 360,000 compounds, 0.14% hits. CHO-K1 hM4/Gqi5, Fluo-8 calcium fluorescence; vehicle 0%, full acetylcholine response 100%. activation, % at 3 µM;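 active = activation above the run mean over all test wells plus 3 SD, cut at about 32% in these data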;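 also: peak over basal fluorescence ratio per well then scaled between controls; 0% = DMSO wells and 100% = acetylcholine at EC100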
CHO-K1 Ca ag – M1 agonist counterscreen hit in parental CHO-K1 cells; Fluo-8 calcium fluorescence; scaled to maximal ATP response, vehicle zero; activation, % at 3 µM; 360,000 compounds, 0.48% hits; in the data active = activation above about 15%;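 also: untransfected CHO-K1 host cells lacking M1 receptor as counterscreen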
M4 antag – CHRM4 antagonism in calcium assay | P08173 | CHO-hM4 cells, ACh EC80, Fluo-8 calcium fluorescence | inhibition, % at 3 µM | 360,000 compounds, 0.73% hits | AID 624125;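 active = inhibition above its plate's cutoff, the mean inhibition of sample wells plus 3 SD, cut at about 27% in these data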;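 also: 0% = acetylcholine EC80 with DMSO and 100% = DMSO without agonist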
CHRM1 agonist – human M1 muscarinic receptor agonism; activation, % at 3 µM; 360,000 compounds, 0.33% hits; CHO-K1 hM1, Fluo-8 calcium fluorescence, agonist mode; 0% DMSO, 100% acetylcholine EC100; AID 588814; P11229;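 active = activation above the run's mean compound activation plus 3 SD, cut at about 16% in these data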;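 also: peak over basal fluorescence ratio within a 140 s kinetic read after compound addition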
* = called active by the depositor; x = no result given.

Below each compound: CHO-K1 Ca antag	M1 antag	CHRM1 PAM	OXTR potentiator	CHO parental Ca	M4 ag	CHO-K1 Ca ag	M4 antag	CHRM1 agonist
COc1ccc(C(=O)NC2CCSc3ccccc32)cc1S(=O)(=O)N1CCOCC1 (stereo not given)
→ -10	1	3	-9	-16	5	1.3	-2	-6
Cc1nc2nc(SCC(=O)NCc3ccco3)nn2c(C)c1Cc1c(F)cccc1Cl
→ -2	-4	6	-12	-30	3	1.1	5	-5
c1nc(NCC2CCCO2)c2[nH]cnc2n1 (stereo not given)
→ -21	-11	9	-3	3	1	-0.1	3	-1
NC(=O)c1c(NC(=O)c2cccnc2)sc2c1CCCC2
→ 7	1	13	-4	-16	1	-0.1	4	3
Cc1ccc(NC(=O)N/C=C/c2ccco2)cc1
→ -4	-10	9	-1	0	1	0.8	-3	-6
NS(=O)(=O)c1ccc(CCNC(=O)CSc2ccc3ccccc3c2)cc1
→ -15	-4	3	-10	-6	9	8.6	-2	-4
Cc1ccc(SCc2ccc(C(=O)Nc3cccc([N+](=O)[O-])c3)cc2)cc1
→ -32	-18	5	-3	1	1	0.3	-1	-3
CCC1CN(C(=O)N2CCC(C(=O)NCc3cccc(F)c3)CC2)c2ccccc2O1 (stereo not given)
→ -12	4	1	-9	-17	15	8.9	4	2
CN(C)C(=O)c1cn(-c2ccccc2)nc1-c1cc2ccccc2o1
→ -4	-10	4	-13	-16	5	2.5	-11	-7
O=C(NCc1ccco1)c1cc(-c2ccccc2)nc2ccccc12
→ -6	7	-6	-1	-25	9	2.6	-8	-2
CCC(CC)c1nnc(NC(=O)c2cccnc2SC)s1
→ -12	-6	3	-11	-13	-1	0.1	0	-4
CC(=O)Nc1ccc(S(=O)(=O)NNC(=O)c2cccc(Cl)c2)cc1
→ -5	4	4	4	4	2	0.0	-6	-2
COc1ccccc1CCNC(=O)c1ccccc1SCC(=O)N1CCCC1
→ -9	-16	11	3	-21	4	1.4	-6	-5
CCC/C(=N\NC(=O)c1cccc(C)c1)c1ccccc1
→ -3	6	2	-5	-8	2	0.9	7	-7
O=C(CCn1c(=O)c2cccn2c2cccnc21)N1CCN(c2cccc(Cl)c2)CC1
→ 9	7	-4	-7	-21	4	3.0	4	2
C/C(N)=C(/C#N)C(=O)COC(=O)c1ccccc1O
→ -1	3	0	-14	-3	6	2.7	-3	-4
O=C(NCc1nnnn1-c1ccc(F)cc1)C1CC(=O)N(c2ccc(F)cc2)C1 (stereo not given)
→ -6	-6	7	-9	3	-1	1.1	-5	-2
NC(=O)CSc1nnc(-c2cccc(S(=O)(=O)N3CCOCC3)c2)n1C1CCCCCC1
→ -4	-3	0	1	-7	0	-0.2	13	-5
Cc1ccc(-c2csc(NCCc3nc4cc(Cl)c(Cl)cc4n3CCCO)n2)cc1
→ 4	6	5	-10	-26	1	-0.2	-5	-3
COCC(=O)N1CCC(n2nccc2NC(=O)CCOc2ccccc2)CC1
→ 1	10	-6	-5	-11	0	-0.8	-11	-2
NC(=O)Cn1cc(/C=N\NS(=O)(=O)c2ccccc2)c2ccccc21
→ 4	-9	11	x	x	0	0.3	4	-2
O=Cc1c(N2CCOCC2)nc2ccccn2c1=O
→ -4	-3	14	-4	-6	1	-0.5	-3	-3
Cc1cc2oc(=O)cc(CN3CCN(S(=O)(=O)c4cccs4)CC3)c2cc1C(C)C
→ -2	-2	1	-2	-21	5	1.5	-5	-6
COc1cc(/C=C\C(=O)O)cc(S(=O)(=O)N2CCCCCC2)c1OC
→ -4	-12	8	x	x	0	0.5	13	-3
CCn1c(=S)sc2c(=O)n(CC(=O)NC(C)CCc3ccccc3)c(C)nc21 (stereo not given)
→ -10	-10	8	-6	0	2	0.3	1	-3
Cc1ccc(Cl)cc1N1CCN(C(=O)c2ccc(NC3=NC4CS(=O)(=O)CC4S3)cc2)CC1 (stereo not given)
→ -11	-3	2	-6	1	1	0.3	7	-2
COc1ccc(OC)c(CNc2c(C=O)c(=O)[nH]c3ccccc23)c1
→ -3	-6	1	-5	-11	2	1.2	-1	-6
CC(C)OC(=O)c1cccc2c1C(=O)c1ccccc1-2
→ -6	21	-8	-9	-24	4	1.4	11	-1
CNS(=O)(=O)c1cc2c3c(cccc3c1)C(=O)NC2=O
→ 3	22	0	-2	-4	0	0.2	8	-4
NC(=O)C[C@H](N)c1cn([C@@H](CC(N)=O)C(=O)N2CCNCC2)nn1
→ -5	-3	4	-7	-3	2	0.3	-24	-1
CC(C)c1ccc(NC2CCCN(C(=O)CN3CCCCC3=O)C2)cc1 (stereo not given)
→ -16	-9	6	x	x	2	0.9	-26	-3
NC(=S)N/N=C/c1ccc(-c2cc(Cl)ccc2Cl)o1
→ 13	-1	-1	-3	-8	1	-0.1	5	-2
O=C(CCC(=O)OCc1ccc(Br)cc1)Nc1ccccc1
→ -5	-5	6	1	7	0	1.2	7	-4
Cc1ccc(C2CC(c3cccc(Cl)c3)n3nc(N)nc3N2)cc1 (stereo not given)
→ 2	-6	5	-6	-4	10	2.5	2	0
Cc1cc(-c2nnc(CSc3nnc(NC(=O)c4ccc(C(C)(C)C)cc4)s3)o2)ccc1[N+](=O)[O-]
→ 3	-5	10	-7	-8	0	-0.3	1	1
COc1cccc(/C=N/NC(=O)Cn2ccnc2C)c1
→ -4	-6	6	5	-6	0	1.5	3	-12
CCn1c(SCC(=O)Nc2ccc3c(c2)c2ccccc2n3CC)nnc1-c1ccco1
→ -1	-24	8	-3	-23	0	6.1	1	0
O=C(NCc1ccco1)c1ccc2sc([C@H]3C[C@H](O)[C@@H](CO)O3)nc2c1
→ -8	-11	8	x	x	1	0.1	3	0
COc1ccc(Cl)cc1NC(=O)COC(=O)Cc1cccs1
→ 1	-17	6	-9	1	0	-0.1	-8	-2
CC(=O)NC1C(Oc2ccccc2C)OC2COC(c3ccco3)OC2C1O (stereo not given)
→ -7	-11	8	-10	-7	2	0.6	6	-1
CCOc1ccc(-c2nc(CSCC(=O)N3CCN(C(=O)c4ccco4)CC3)c(C)o2)cc1
→ 5	-7	-6	-9	-18	8	2.3	-2	-1
COC(=O)/C(C#N)=C1/C=Cc2ccccc2N1C
→ -10	0	1	0	-4	1	-0.2	-17	-4
CCOc1ccccc1NC(=O)c1ccccc1NS(C)(=O)=O
→ -7	0	0	5	-17	0	0.5	11	-5
CCCCN(C)C(=O)CC(NS(=O)(=O)c1ccc(NC(C)=O)cc1)C(C)C (stereo not given)
→ -14	-8	4	-5	-12	0	0.2	3	-4
O=S1(=O)N=CN(Cc2cccc(F)c2)c2ccccc21
→ -5	-11	9	-9	-15	0	0.9	3	-4
Cc1ccc(Nc2ccc(N)cc2S(=O)(=O)O)cc1
→ -15	4	0	-3	-1	0	0.4	-3	-3
Nc1ccc(S(=O)(=O)Nc2nccc(/C=C/c3cccc(Br)c3)n2)cc1
→ -12	-3	4	1	-3	0	1.6	-4	-2
O=C(COC(=O)Cn1cnc2ccccc21)Nc1cc(S(=O)(=O)N2CCOCC2)ccc1Cl
→ -12	-24	5	-1	-11	1	1.7	-8	-3
O=C(Nc1cccc([N+](=O)[O-])c1)C12CC3CC(C1)CC(n1cnc([N+](=O)[O-])n1)(C3)C2
→ 9	13	-7	-10	-17	3	0.3	-3	-7
O=C(O)/C=C/c1cn(-c2ccccc2)nc1-c1ccc2c(c1)OCCO2
→ -9	2	6	-2	-8	1	0.8	10	-2
CN(C)C(=O)c1cc(C(=O)Cc2ccccc2)c[nH]1
→ -8	1	6	-17	0	0	1.6	16	-2
CC1(c2cccc(Br)c2)NC(=O)N(CC(=O)NC2CCCCC2)C1=O (stereo not given)
→ -8	-12	7	-4	-10	4	1.8	-20	2
C=CCNc1sc(C(=O)C2CC2)c(N)c1C#N
→ -6	-26	1	-4	-3	0	1.0	4	-2
Cc1cc(C)n(CCCNC(=O)c2ccc(S(=O)(=O)NCc3ccco3)cc2)n1
→ -16	-11	-8	-1	-11	1	0.7	3	-1
CNC(=O)COC(=O)c1cccnc1SC
→ -4	-20	3	-5	-1	0	0.3	-2	-2
O=C(/C=C/c1ccccc1F)c1cccc([N+](=O)[O-])c1
→ 3	0	5	-14	-6	2	0.8	-2	-10
C/C(=N\NC(=O)c1c[nH]c2ccccc12)c1ccccn1
→ -11	4	3	-4	-4	1	0.5	2	-4
O=C(CN1CCCC1)Nc1ccc(OCc2ccccc2)cc1
→ -20	10	-19	2	4	3	4.1	-6	-15
CC(C)C(c1nnnn1C1CCCC1)N(C)C1CCCCC1 (stereo not given)
→ -10	-12	8	0	-13	-4	1.4	-6	-7
CC(O)[C@H]1CNC(=O)C(=O)N1CCc1cccc(F)c1 (stereo not given in full)
→ -7	16	-8	-12	-1	0	-0.2	-2	-3

(further entries)
Below each compound: CHO-K1 Ca antag	M1 antag	CHRM1 PAM	OXTR potentiator	CHO parental Ca	M4 ag	CHO-K1 Ca ag	M4 antag	CHRM1 agonist
O=C(CCNS(=O)(=O)c1ccccc1Cl)OCc1nnc(-c2ccccc2Cl)o1
→ -11	6	-3	-10	-7	6	1.4	-2	-4
Cc1cc(C)n2nc(SCC(=O)N(C)c3c(N)n(Cc4ccccc4)c(=O)[nH]c3=O)nc2n1
→ -18	-4	4	-2	-4	1	1.0	-1	-5
Cn1c(CNC(=O)CNC(=O)c2ccccc2F)cc(=O)n(C)c1=O
→ -11	-8	10	0	-2	1	0.7	1	-2
O=C(Nc1ccc(Oc2cccnc2)cc1)C1CCCCN1Cc1ccc(CO)o1 (stereo not given)
→ 12	-7	4	-1	-8	1	0.2	-6	-6
CCOC(=O)c1c(NC(=O)CN2CCCCC2)sc(CN(C)C)c1-c1ccccc1
→ -1	-1	9	-1	-14	-1	0.2	4	-3
CN1c2ccccc2N(C)C1(C)c1cccc2ccccc12
→ -3	0	1	4	-17	1	0.9	3	-11
Cc1ccc(CN2CCN(c3ccccn3)CC2)s1
→ -9	-1	-3	-2	-10	0	0.7	0	-11
CCCS(=O)(=O)N1CCCC(C(=O)NCCCN2CCN(c3cccc(Cl)c3)CC2)C1 (stereo not given)
→ -6	7	-3	x	x	5	2.4	-3	-4
C=CCn1c(=O)c2ccccc2n2c(SCC(=O)O)nnc12
→ -1	-21	21	-1	-4	0	0.4	0	-1
COc1ccc(C(O)(C(C)C)C(CN2CCOCC2)c2ccc(Cl)cc2)cc1 (stereo not given)
→ -12	-29	18	-6	-33	0	-0.6	2	-1
Cc1ccc(C(=O)N(C)Cc2nc3ccccc3c(=O)[nH]2)cc1NC(=O)c1ccco1
→ -3	-22	16	-4	-14	2	-0.2	-11	5

Assay outcomes as filed in PubChem.
